Screening data as filed in PubChem.
MPTP inh = inhibitors of mitochondrial permeability transition pore; isolated mouse mitochondria, Ca2+ swelling absorbance, 30 min; AID 602449; hit rate 1.4% among 360,000; inhibition, % at 10 µM;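 active means inhibition of 50% or more, scaled per plate between neutral and stimulator controls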;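 further: 0% = DMSO wells given calcium and 100% = 1 mM EGTA wells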
GRIN3A LBD mod = modulates the human NR3A ligand-binding domain | NR3A LBD differential scanning fluorimetry, Tm shift; 0% = protein alone, 100% = glycine-bound protein | Tm shift relative to glycine control, % at 25 µM | hit rate 2.5% among 340,000 | AID 1259313;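 active means melting temperature shift of at least 10% of the positive control shift, at one fixed dose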
ATG4B inhibitor = ATG4B (human) cysteine protease inhibition. Q9Y4P1. ATG4B cleavage of LC3-PLA2, NBD-HPC fluorescence, 1 h. inhibition, % at 8.33 µM. hit rate 0.51% among 340,000; in the data active means inhibition above about 40%
Target sequence (Q9Y4P1 whole entry, looked up): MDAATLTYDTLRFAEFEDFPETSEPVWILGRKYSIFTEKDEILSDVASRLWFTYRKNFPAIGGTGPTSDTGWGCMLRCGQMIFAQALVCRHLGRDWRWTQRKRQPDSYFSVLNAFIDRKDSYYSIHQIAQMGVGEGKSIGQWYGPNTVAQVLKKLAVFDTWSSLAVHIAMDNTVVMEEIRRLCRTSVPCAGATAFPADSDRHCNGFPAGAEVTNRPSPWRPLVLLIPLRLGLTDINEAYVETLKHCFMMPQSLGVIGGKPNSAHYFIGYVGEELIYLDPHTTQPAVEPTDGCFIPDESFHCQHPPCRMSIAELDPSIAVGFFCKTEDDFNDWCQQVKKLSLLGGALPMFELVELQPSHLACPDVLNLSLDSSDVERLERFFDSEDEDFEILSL
PfG6PD inh = PfG6PD (Plasmodium falciparum) enzyme inhibition; PfGluPho enzyme, NADPH resazurin-diaphorase fluorescence; inhibition, % at 20 µM; hit rate 0.78% among 350,000;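 active means inhibition reaching at least a set limit at 20 µM in the primary screen, cut at about 59% in these data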;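 further: 0% = DMSO wells with substrate and 100% = DMSO wells lacking glucose-6-phosphate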
SENP7 inh = blocks the human protease SENP7 | Q9BQF6 | recombinant SENP7, Z-RLRGG-aminoluciferin luminescence, 40 min | inhibition, % at 5 µM | hit rate 1.5% among 330,000;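 active means inhibition above about 50% at the single test dose, limit read from the data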;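 further: plate controls were DMSO with enzyme for no effect and no enzyme buffer wells for full effect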
Target sequence (Q9BQF6 706-1050 limits assumed): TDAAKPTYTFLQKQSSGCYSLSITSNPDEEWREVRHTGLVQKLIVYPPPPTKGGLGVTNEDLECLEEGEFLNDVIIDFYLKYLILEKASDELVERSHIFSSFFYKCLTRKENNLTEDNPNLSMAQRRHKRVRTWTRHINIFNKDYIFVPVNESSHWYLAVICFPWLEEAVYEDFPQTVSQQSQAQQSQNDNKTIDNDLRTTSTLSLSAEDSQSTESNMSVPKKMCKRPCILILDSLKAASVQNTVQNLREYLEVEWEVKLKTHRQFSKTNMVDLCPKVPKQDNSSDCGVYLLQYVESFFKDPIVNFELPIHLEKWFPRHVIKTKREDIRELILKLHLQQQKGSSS
HKDC1 inh = HKDC1 (human) hexokinase inhibition | AID 493160 | recombinant HKDC1, G6PDH/diaphorase resazurin coupled fluorescence | inhibition, % at 20 µM | Q2TB90 | hit rate 0.16% among 340,000;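 active means inhibition above about 35% when tested at 20 µM, limit read from the data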;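 further: plate controls were DMSO wells with enzyme for no effect and DMSO wells lacking enzyme for full effect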
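Assay system: recombinant HKDC1 hexokinase; detection: coupled resazurin fluorescence, excitation 525 nm, emission 613 nm; benchmarks: DMSO-plus-enzyme-mix negative control, buffer-substituted positive control; compound dosing: single 20 µM dose; schedule: 90 min at room temperature in dark; also added: glucose plus 1 mM ATP as hexokinase substrates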
SENP8 block = SENP8 (human) protease inhibition. AID 602440. inhibition, % at 20 µM. recombinant SENP8, Nedd8 substrate fluorescence. hit rate 0.64% among 360,000; in the data active means inhibition mostly above about 40%, no sharp cut-off; inactive means mostly below about 27%
Target sequence (Q96LD8 whole entry, looked up): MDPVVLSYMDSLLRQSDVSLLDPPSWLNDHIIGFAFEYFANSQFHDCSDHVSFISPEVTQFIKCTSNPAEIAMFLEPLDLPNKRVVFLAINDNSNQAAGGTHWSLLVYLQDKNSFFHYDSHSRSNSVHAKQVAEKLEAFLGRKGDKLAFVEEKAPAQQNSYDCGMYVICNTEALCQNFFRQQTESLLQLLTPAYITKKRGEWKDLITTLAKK
SENP6 inh = SENP6 protease inhibition | hit rate 1.8% among 330,000 | Q9GZR1 | Recombinant SENP6 catalytic domain, aminoluciferin luminescence | inhibition, % at 10 µM;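 active means inhibition above about 50% at the single tested dose, limit read from the data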;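 further: plate controls were DMSO wells with enzyme for no effect and DMSO wells lacking enzyme for full effect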
Numbers without * were called inactive; x = not tested or not shown.

Screens in order: SENP6 inh	ATG4B inhibitor	GRIN3A LBD mod	HKDC1 inh	SENP7 inh	SENP8 block	MPTP inh	PfG6PD inh
- COc1ccc(S(=O)(=O)n2nc(C)cc2C)c(C)c1C
 : -31	-15	-2	-6	-4	10	0.3	-6
- O=C(Nc1ccc(Cl)c(S(=O)(=O)N2CCCC2)c1)c1nn(CCO)c(=O)c2ccccc12
 : -7	-35	-2	-2	-6	-7	-2.1	23
- CC(NC(=O)c1ccncc1)c1ccc(Br)cc1 (centres undefined)
 : -16	-2	-1	-3	2	15	6.5	-3
- COc1ccc(C2CC(c3ccccc3)=NN2C(=O)CCC(=O)O)cc1 (centres undefined)
 : 11	-4	0	-5	7	7	-1.1	-19
- Cc1ccc(NC2=NCC(=O)N2C2CCCC2)cc1
 : -5	0	0	-2	5	25	0.6	-18
- Cc1ccc(OCCCC(=O)N(C)CC(=O)Nc2ccccc2Br)cc1
 : 2	0	0	-4	10	37*	-1.6	2
- CC(=O)Nc1ccc(Oc2cc(N)cc([N+](=O)[O-])c2)cc1
 : 0	-3	-2	-9	3	14	3.7	10
- COc1ccc(S(=O)(=O)N2CCOCC2)cc1NC(=O)/C=C/c1ccccc1
 : -1	-8	2	-2	-4	-4	0.1	-4
- Cc1ccccc1NC(=O)NCC1CCCO1 (centres undefined)
 : -7	-1	2	-10	1	22	-2.2	0
- Cc1ccc(S(=O)(=O)/N=C(/Nc2c(C)n(C)n(-c3ccccc3)c2=O)c2ccccc2)cc1
 : -13	4	1	-10	-1	8	24	2
- COCCNS(=O)(=O)c1ccccc1
 : -19	2	-9	-16	-6	6	-1.0	-4
- COc1ccc(C)cc1Nc1c2c(nc3ccccc13)CCC2
 : -3	1	-3	-3	2	-27	3.9	9
- O=C(NCc1ccccc1)C1=C[C@@H](C2CCCCC2)C[C@@H](OCCCCO)O1
 : -9	-4	-2	3	5	15	0.1	12
- O=C(CSc1n[nH]c(-c2cccnc2)n1)Nc1cccc(Cl)c1
 : 7	-2	-7	4	7	3	-0.2	-6
- Cc1oc(-c2ccc3c(c2)OCCO3)cc1C(=O)NC(CCC(=O)O)C(=O)O (centres undefined)
 : -7	-14	2	1	2	7	1.0	-16
- Cc1cc(NC(=O)c2ccc(S(=O)(=O)Nc3ccccc3)cc2)no1
 : -7	-7	-4	5	7	7	1.4	22
- Cc1ccc(-c2nc3ncccc3o2)cc1NC(=O)c1cccs1
 : -17	-4	-1	-11	-10	-4	2.0	-5
- COc1ccc(-n2nnnc2SCC(=O)c2ccc(O)c(O)c2)cc1
 : -93	-10	-5	-3	-2	23	3.1	-54
- CC(C)(C)[C@@H]1CCC(=O)N(CC[C@H](Sc2ccc(Br)cc2)c2ccccc2)CC1
 : -16	-1	-2	7	-10	4	-0.5	17
- COc1cccc(/C=N/NC(=O)CNC(=O)c2ccc(S(=O)(=O)N3CCOCC3)cc2)c1OC
 : -7	1	-2	-7	5	-36	-1.1	5
- COc1ccccc1C(CNC(=O)CNC(=O)c1ccccc1Cl)N1CCCC1 (centres undefined)
 : -7	4	-2	-2	3	18	-1.6	-9
- COc1cccc(C2c3[nH]c4ccccc4c3C[C@H]3C(=O)N(CCCOC(C)C)CC(=O)N23)c1 (some centres undefined)
 : 7	-8	-1	-3	-8	-6	1.4	-1
- COc1cc2ccccc2cc1C(=O)Nc1ccc(C)cc1
 : 28	1	9	0	-8	9	4.3	32
- COc1ccc2c(c1)oc(=O)c1c3ccccc3[nH]c21
 : x	-1	21*	3	x	-412	16	4
- O=C(N/N=C/c1ccc([N+](=O)[O-])cc1)c1c[nH]c2ccccc12
 : -1	19	26*	-3	-10	12	-0.4	5
- CCOC(=O)CNC(=O)CSc1ccc(-c2nc3ccccc3[nH]2)cn1
 : -12	6	2	-5	-2	-264	0.6	12
- O=c1nc(N(c2ccccc2)c2ccccc2)[nH]c(=O)[nH]1
 : 5	4	0	-3	0	12	3.8	-5
- O=c1c2cccnc2[nH]c(=S)n1CCCN1CCN(c2ccc(F)cc2)CC1
 : -20	3	1	-4	-8	12	0.0	-10
- O=S(=O)(Nc1nc2ccccc2nc1NCC1CCCO1)c1cc(Cl)ccc1Cl (centres undefined)
 : -6	3	-2	-2	-5	-293	32	-24
- O=C(OC1CCOC1=O)C1CCN(S(=O)(=O)c2ccccc2)CC1 (centres undefined)
 : -10	-15	0	-3	2	-2	-1.2	8

Part of the list above in another layout:
> CC(NC(=O)c1ccncc1)c1ccc(Br)cc1 (centres undefined)
  SENP6 inh: -16
  ATG4B inhibitor: -2
  GRIN3A LBD mod: -1
  HKDC1 inh: -3
  SENP7 inh: 2
  SENP8 block: 15
  MPTP inh: 6.5
  PfG6PD inh: -3
> CC(=O)Nc1ccc(Oc2cc(N)cc([N+](=O)[O-])c2)cc1
  SENP6 inh: 0
  ATG4B inhibitor: -3
  GRIN3A LBD mod: -2
  HKDC1 inh: -9
  SENP7 inh: 3
  SENP8 block: 14
  MPTP inh: 3.7
  PfG6PD inh: 10

The main list resumes with the 2 entries that preceded the break.
Screens in order: SENP6 inh	ATG4B inhibitor	GRIN3A LBD mod	HKDC1 inh	SENP7 inh	SENP8 block	MPTP inh	PfG6PD inh
- O=S(=O)(Nc1nc2ccccc2nc1NCC1CCCO1)c1cc(Cl)ccc1Cl (centres undefined)
 : -6	3	-2	-2	-5	-293	32	-24
- O=C(OC1CCOC1=O)C1CCN(S(=O)(=O)c2ccccc2)CC1 (centres undefined)
 : -10	-15	0	-3	2	-2	-1.2	8
- COc1ccc2c(c1OC)C(=O)N1C2SC[C@H]1C(=O)NC1CCCC1 (some centres undefined)
 : 11	-17	2	-4	-6	-479	0.4	10
- CCCS(=O)(=O)N1CCC(C(=O)NCCN(C)Cc2ccccc2)CC1
 : -8	-7	0	-10	-7	22	1.3	-7
- CCOc1ccc2[nH]cc(C(=O)NCc3ccc(F)cc3)c(=O)c2c1
 : 16	-10	2	-3	6	0	0.9	4
- COc1cc(/C=N/n2c(C)nc3ccccc3c2=O)ccc1O
 : -6	3	-2	0	5	0	1.4	9
- CCOc1ccc(C(C)=O)cc1CN1C(=O)NC2(CCCCCC2)C1=O
 : 1	-1	1	-5	-7	14	2.8	11
- COc1ccc(CNC(=O)CN2CCC(NC(=O)c3ccccc3C)CC2)cc1
 : -7	-6	0	1	-1	5	0.4	-1
- c1ccc2c(c1)OCCOCCOCCOCCOc1ccccc1OCCOCCOCCO2
 : -2	-10	-1	6	4	6	1.2	-3
- CC(C)CCNC(=O)/C=C/c1ccc(Br)cc1
 : 11	7	0	-4	3	39	0.9	18
- Cc1cc(C)c[n+](C2=C([O-])c3ccccc3C(=O)/C2=N\S(=O)(=O)c2cccs2)c1
 : 55*	2	-1	15	15	75*	1.5	66*
- COc1cccc(CNCC2CCCO2)c1 (centres undefined)
 : 2	0	1	-6	2	13	-2.0	16
- O=c1c2ccccc2nc(-c2ccc(Cl)cc2Cl)n1CCCn1ccnc1
 : -8	1	-5	-4	0	15	0.5	-15
- O=C(Cn1cnc2ccccc2c1=O)Nc1ccc2c(c1)OCCO2
 : 9	0	0	3	5	11	3.0	7
- O=C(Cc1ccc(S(=O)(=O)N2CCCC2)s1)N1CCN(c2ccccc2)CC1
 : 4	2	-1	-6	4	7	-1.3	12
- Cc1nnc2ccc(-c3cccc(NC(=O)c4ccco4)c3)nn12
 : 3	-7	-3	-1	5	-55	2.6	0
- COc1ccc(C2C(=O)N(C3CCCCC3)CC(=O)N2Cc2ccco2)cc1 (centres undefined)
 : 11	1	-1	14	8	11	-0.2	-3
- CCOc1cc(N2CCOCC2)c(OCC)cc1NC(=O)c1ccc2ccccc2n1
 : -9	-11	-4	-1	-3	0	-0.2	31
- CCCOC(=O)c1cccc(NC(=O)c2cccnc2)c1
 : 1	7	0	2	-3	15	-0.9	-4
- COc1ccc(Cn2ccnc2)cc1Br
 : -5	-6	-1	2	-7	12	-0.8	-2
- CC(=O)c1cccc(S(=O)(=O)N2CCC(C(=O)NC3CCCC3)CC2)c1
 : 9	4	0	2	7	25	-1.0	-7
- O=C(c1ccc([N+](=O)[O-])cc1[N+](=O)[O-])N1CCCC1
 : -6	-18	-1	-2	8	31	-1.2	16
- Cc1nn(C)cc1S(=O)(=O)N1CCN(c2ccccc2F)CC1
 : 2	10	0	5	-8	5	0.8	4
- C=CCn1c(N)cc(=O)nc1SCC(=O)N(c1ccccc1)c1ccccc1
 : -10	-9	1	-10	-1	9	-2.2	10
- O=C1NCCCC2c3c(cc(Br)c(O)c3Br)OC12N1CCCCC1 (centres undefined)
 : 5	6	0	18	2	8	-3.7	9
- Cc1ncc([N+](=O)[O-])n1CC(=O)Nc1ccccc1
 : 0	-5	0	-8	6	3	-1.1	-7
- COc1ccc(S(=O)(=O)N2CCOCC2)cc1NC(=O)CCc1cc(OC)c(OC)c(OC)c1
 : -4	-64	0	-1	6	-6	-1.0	-2
- Cc1cccc(-c2noc(CCCC(=O)N3CCOCC3)n2)c1
 : -8	-6	0	-10	-4	9	-0.8	-1
- Cc1ccc(S(=O)(=O)N(CC(=O)Nc2ccccc2)C(=O)N2CCN(C)CC2)cc1
 : -4	5	3	-2	-18	15	-0.7	-6
- COc1ccc(/C=N/Nc2nc(-c3ccc(Cl)cc3)cc(C(F)(F)F)n2)cc1OC
 : -1	-11	8	2	-2	18	4.3	27
- CCc1nnc(NC(=O)CN2CCN(Cc3ccc(C)cc3)CC2)s1
 : 12	-2	-1	-8	2	17	0.1	-2
- CCN(CC)c1nc(C(N)=O)cc(-c2ccccc2)n1
 : 19	-20	2	5	8	-367	-0.5	5
- COc1ccccc1CN1CCNC(=O)C1CC(=O)NCc1csc(C)n1 (centres undefined)
 : -2	-1	-3	-6	-7	-11	2.2	4
- Cc1ccc(N2C(=O)/C(=C/c3cccnc3)SC2=S)cc1
 : 4	0	-1	-8	-4	28	-0.8	0
- O=C(CSc1nnc(-c2cccc(F)c2)o1)N1CCOCC1
 : -2	-15	1	-7	7	1	-1.0	-4
- CCOCCCNC(=O)C1CCC(CNS(=O)(=O)c2ccc(F)cc2)CC1 (centres undefined)
 : 2	-7	-6	-1	1	20	-0.4	-2
- Cc1nc(-c2ccc(S(=O)(=O)Oc3ccc(Cl)cc3Cl)s2)cs1
 : -4	-6	-5	-3	6	-7	6.0	13
- Cc1cccc(Nc2nnc(SCC(=O)N(C)C3CCS(=O)(=O)C3)s2)c1C (centres undefined)
 : -6	-2	1	12	0	4	-1.9	-13
- NC(=O)C(=O)N/N=C1\CCc2ccccc21
 : -7	6	1	-3	-7	20	-1.0	-4
- C/C(=N\NC(=O)c1c(Br)c(C)nn1C)c1cccc(NC(=O)C2CCC2)c1
 : 15	-8	-2	7	-7	12	-1.0	-14
- COc1ccc(N/C=C/C(=O)c2cc(OC)c(OC)c(OC)c2)cc1
 : 1	-4	30*	1	1	-69	2.5	7
- Oc1ccccc1C1CCCCC1c1ccccc1 (centres undefined)
 : x	52*	-1	-3	x	18	1.2	1
- Cc1ccc(Cl)cc1NC(=O)C(=O)N/N=C/c1ccc2c(c1)OCO2
 : -15	-5	1	-3	-6	-144	0.8	-13
- O=C(Nc1ccc(C(F)(F)F)cc1Cl)c1ccc(Cn2cc(Br)cn2)o1
 : 5	1	-10	-3	10	6	-0.1	14
- O=C1CN(C(=O)/C=C/c2ccc(Br)cc2)CCN1
 : x	0	-4	-4	x	11	-0.3	3
- Cc1ccc(NC(=O)CSc2nnc(/N=C/N(C)C)s2)cc1
 : -11	-4	-3	-8	-3	8	0.7	-1
- O=[N+]([O-])c1ccc(OCCCOc2cccc3cccnc23)cc1
 : 12	-1	-1	0	-7	7	-1.0	22
- COc1ccc(CNC(=O)NS(=O)(=O)c2ccc(C)cc2)cc1
 : -19	-1	-5	0	-4	14	-1.6	-2
- CC(C)OCCCNC(=O)COCC(=O)Nc1ccc(OCCc2ccccc2)cc1
 : -11	-13	2	3	2	3	-0.3	11
- N#Cc1ccccc1NC(=O)CSc1ccc([N+](=O)[O-])cn1
 : -17	-1	-3	-2	13	22	-0.1	3
